# Artemis inh: Artemis (human) endonuclease inhibition; inhibition, % at 10 µM; 0.78% of 30,000 active; Q96SD1; AID 686954; recombinant Artemis, quenched FAM hairpin cleavage fluorescence;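 active = at 10 µM dose, at least 30% inhibition, measured as corrected fluorescence normalized to stimulator and neutral control wells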
# Target sequence (Q96SD1 whole entry, looked up): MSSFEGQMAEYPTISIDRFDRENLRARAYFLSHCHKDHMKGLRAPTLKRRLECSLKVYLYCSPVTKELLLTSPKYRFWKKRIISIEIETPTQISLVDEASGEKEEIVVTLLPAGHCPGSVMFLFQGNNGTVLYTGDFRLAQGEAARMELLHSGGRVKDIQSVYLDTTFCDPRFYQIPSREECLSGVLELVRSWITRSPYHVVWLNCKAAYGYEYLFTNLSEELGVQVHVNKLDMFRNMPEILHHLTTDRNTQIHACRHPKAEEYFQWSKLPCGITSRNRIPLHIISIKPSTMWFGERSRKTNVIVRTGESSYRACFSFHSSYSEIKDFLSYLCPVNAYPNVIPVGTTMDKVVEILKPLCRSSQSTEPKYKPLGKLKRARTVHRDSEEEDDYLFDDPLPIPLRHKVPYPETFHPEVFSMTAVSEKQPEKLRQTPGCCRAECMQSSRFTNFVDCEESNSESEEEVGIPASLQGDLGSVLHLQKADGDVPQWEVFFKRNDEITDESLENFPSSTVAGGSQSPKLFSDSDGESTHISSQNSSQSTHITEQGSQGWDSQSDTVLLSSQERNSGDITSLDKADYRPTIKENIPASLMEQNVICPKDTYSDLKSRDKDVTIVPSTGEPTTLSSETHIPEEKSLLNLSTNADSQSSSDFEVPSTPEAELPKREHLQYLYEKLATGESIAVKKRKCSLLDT
# An asterisk follows results filed as active. This is a subset; rates above refer to the full screens.
canonical_smiles | Artemis inh
NNc1nc(NCc2ccccc2)nc(N2CCOCC2)n1 | 4
CN1CCN(C(=O)/C(=C\c2ccccc2)c2ccccc2)CC1 | -4
Cc1ccc(-c2nc3ccccc3s2)cc1NC(=S)NC(=O)c1ccccc1 | 9
O=C(/C=C/N1CCOCC1)c1coc2ccccc12 | -1
Cc1ccccc1OCCOc1cccc(/C=N/NC(=O)Cc2nnc(N)s2)c1 | -3
c1ccc(-c2cc3c(-n4cccc4)ncnc3o2)cc1 | 2
Cc1nn(CC(=O)Nc2ccccc2)c(=O)c2ccccc12 | 4
[O-][N+]12CC[N+]([O-])(CC1)c1ccccc12 | -4
CN(C)S(=O)(=O)c1ccc(C(=O)OCC(=O)c2ccc(OC(F)F)cc2OC(F)F)cc1 | -13
CCOC(=O)c1oc2cc(C)cc(O)c2c(=O)c1-c1csc(C)n1 | -4
Clc1c(CSc2nc3ccccc3o2)nc2ccccn12 | 8
O=c1c2ccccc2oc2ncccc12 | -6
Cc1nn(C)cc1CN(C)C(=O)c1cc2nc(-c3ccco3)cc(C(F)(F)F)n2n1 | -1
COC(=O)CCCCCNc1ccc(C(=O)OC)cc1N | 8
CC(=O)Oc1ccc(-c2ccc(C(=O)O)cc2)cc1 | 0
CCOc1ccc(C2C(C#N)=C(N)Oc3cc(C)n(Cc4ccco4)c(=O)c32)cc1OC (stereo unspecified) | 1
CCN1CCCC1CNC(=O)c1ccccc1Cl (stereo unspecified) | -1
Cc1cc(C)c2cc3c(ccn3C3OC[C@H](O)[C@H](O)[C@H]3O)cc2n1 (stereo partly specified) | 2
O=C(CSc1nnc(C2CC2)n1-c1ccccc1)Nc1ccc(N2CCOCC2)cc1 | -2
Nc1ccc(O)cc1C(=O)OCC(=O)C12CC3CC(CC(C3)C1)C2 | 15
O=C(OCC(O)C(O)COC(=O)c1ccccc1)c1ccccc1 (stereo unspecified) | 4
CCOc1cccc(OCCCNCCCOC)c1 | 1
N/C(=N\OC(=O)c1ccc(Cl)cc1)c1cccnc1 | -6
O=c1[nH]c(=O)n(C2CCCO2)cc1Br (stereo unspecified) | -7
CCOc1ccccc1C1CC(=O)NC2=C1C(=O)CC(C)(C)C2 (stereo unspecified) | 2
Cc1ccc(/C=C/C(=O)O)cc1S(=O)(=O)NCCCO | 0
CC(=O)Nc1cccc(NC(=O)C2CCCN2C(=O)Nc2cccc(F)c2)c1 (stereo unspecified) | -2
O=C1CC(N2CCN(c3ccc(S(=O)(=O)N4CCCC4)cc3)CC2)C(=O)N1c1ccc(F)cc1 (stereo unspecified) | 6
O=C(NCc1ccco1)c1ccc(COCC(F)(F)C(F)F)cc1 | 5
COc1ccc(-n2nc(C(=O)Nc3ccc4c(c3)OCO4)c3ccccc3c2=O)cc1 | 13
COc1cc(Cl)c(C)cc1NC(=O)COC(=O)c1cnc(C)cn1 | -3
Cc1cc(-c2ccccc2)nc2cc(C(N)=O)nn12 | -2
COC(=O)c1ccc(N2CCOCC2)c(F)c1 | -12
CN(C)CC(=O)N1c2ccccc2CCc2ccc(NC(=O)c3ccc(N)cc3)cc21 | -4
CC1(C)Cc2nc(-c3ccccc3)n3cnnc3c2CO1 | 6
O=[N+]([O-])c1ccc(C(=S)N2CCN(Cc3ccccc3)CC2)cc1 | 4
Cc1ccc(C(C)n2cc(C(=O)NCCN3CCN(C)CC3)nn2)cc1 (stereo unspecified) | 0
CSc1ccccc1-c1nnc(-c2ccc(Cl)c(Cl)c2)o1 | 3
COc1ccc(NC(=O)NCCN2CCc3ccccc3C2)cc1 | -3
CCCCOC(=O)C(C)c1c(C)[nH]c(=S)[nH]c1=O (stereo unspecified) | 1
Nc1nnc(SCc2ccccc2Cl)s1 | 0
CCn1cc(C(=O)NCc2cccc(F)c2)c(=O)c2cc(F)c(N3CCN(C(=O)c4ccco4)CC3)cc21 | 14
NC(=O)C1(N2CCCCC2)CCN(C(=O)c2ccc(C#CC3(O)CCCCC3)cc2)CC1 | 0
CC(=O)Nc1cc(C(F)(F)F)ccc1Oc1cccc(Br)c1 | 5
COc1cc(-n2c(C)nc3cc(C(=O)N4CCOCC4)ccc32)cc(OC)c1OC | -5
C=CCSc1nc2c(c(=O)[nH]c(=O)n2C)n1CC | 3
COc1ccc(-n2c(SC3CCOC3=O)nc3ccccc32)cc1 (stereo unspecified) | -2
COc1ccc(-c2noc(-c3ccccc3-c3ccccc3)n2)cc1OC | -1
CCC(c1nnnn1CCOC)N1CCN(C(=O)c2ccco2)CC1 (stereo unspecified) | -1
COC(=O)C1=C(C)N=C2SCCC(=O)N2C1/C=C/c1ccccc1 (stereo unspecified) | 9

# The list goes on.
canonical_smiles | Artemis inh
Cc1ccc(NC(=S)C2=C(O)c3sccc3N(C)S2(=O)=O)cc1 | -3
C=CCn1c(C#N)c(N)sc1=N | 7
Cc1ccc2[nH]c(C(=O)O)c(NC(=O)CN3CCN(c4cccc(C)c4C)CC3)c2c1 | 20
CCOC(=O)c1cc2c(nc1N)CC(C)(CC)OC2 (stereo unspecified) | -7
CCc1nccn1S(=O)(=O)c1ccc(Br)cc1Br | -4
CSc1nc(NCCOCCO)c2sc3nc(-c4ccco4)c4c(c3c2n1)CCC4 | 21
Cc1cc(NC(=O)CN2CCCC(C)C2)n(-c2nc3ccccc3s2)n1 (stereo unspecified) | 9
CC(=O)Nc1ccc2c(c1)ncn2C1CCCCC1 | 2
COc1ccc(/C=N/NS(=O)(=O)c2ccc(C)cc2)cc1OC(=O)c1ccccc1 | 9
Cc1oc(-c2ccccc2)nc1Cn1cccc1C1=NC(c2ccccc2)CO1 (stereo unspecified) | 10
COc1ccc2[nH]c3c(NCCN(C(C)C)C(C)C)ncnc3c2c1 | -9
O=C(Nc1cccc(C(F)(F)F)c1)NC1CCCCC1 | 1
COc1ccc2c(CC(=O)OCC(=O)NC(=O)c3cccn3C)coc2c1 | 5
COc1cccc(CNc2nc3nc4c(c(=O)n3[nH]2)CCC4)c1 | -6
CCCCOC(=O)C(NC(=O)c1ccccc1)=C(C)C | -6
Cc1cc(=O)oc2c(C)c(OCC(=O)N(C)C)ccc12 | -7
CCNC(=O)CSc1ncnc2sccc12 | -5
CN(C)c1nc(-c2ccccn2)nnc1-c1ccccc1 | 23
C=CCc1cc(C)ccc1OCCn1ccnc1 | 1
O=C(CCN1C(=O)C2C3C=CC(C3)C2C1=O)NCc1cccnc1 (stereo unspecified) | -13
C=CCOC(=O)C(C#N)c1nc2ccccc2nc1N1CCN(Cc2ccccc2)CC1 (stereo unspecified) | 9
COc1cc2c(cc1OC)C(C)N(C(=O)c1cc3n(n1)C(C(F)(F)F)CC(c1ccco1)N3)CC2 (stereo unspecified) | 3
Cc1ccccc1NC(=O)C1CCN(c2cc(-c3ccccc3)nc3ncnn23)CC1 | 6
Cc1cc(C)cc(N=C(NO)c2cccc([N+](=O)[O-])c2)c1 | -4
Cc1noc(C)c1S(=O)(=O)N1CCC(C(=O)N2CCN(c3ccccc3Cl)CC2)CC1 | 9
O=C1/C(=C/c2ccc(F)c(F)c2)CSc2sccc21 | -6
NC(=O)COc1ccc(NC(=O)OCc2ccccc2)cc1 | 6
Cc1cc(C(=O)N=Nc2c(O)n(C(C)C)c3ccccc23)n[nH]1 | -2
Cc1cccc2cc3c(NC(=O)c4ccccn4)nn(C)c3nc12 | -5
CCOC(=O)c1cnc2ccc(OCC)cc2c1N1CCN(C)CC1 | -3
Fc1cccc(Oc2nc3ccccc3n3cccc23)c1 | -2
CCCC(=O)Nc1nnc(-c2cccc(OCC)c2)s1 | 0
O=C(O)Cn1c(-c2ccccc2)nc2ccccc21 | -10
CCC(C)(C)NC(=O)CN(C(=O)CCC(=O)Nc1ccccn1)c1ccc(F)c(Cl)c1 | 1
COc1ccc(N2CCCn3c2nc2c3c(=O)n(CCN3CCOCC3)c(=O)n2C)cc1 | -1
CSc1nc2ccccc2cc1/C=C(\C#N)c1ccccc1 | -5
O=C(NN=C1C2CC3CC(C2)CC1C3)c1cc(Cl)ccc1O | 4
COC(=O)c1ccc(CSc2nnc(Nc3cccc(OC)c3)s2)o1 | -4
COc1cc(NC(=O)C2CCCO2)c(OC)cc1NC(=O)c1ccccc1 (stereo unspecified) | -6
O=S(=O)(NCC1CCCO1)c1ccc(Br)s1 (stereo unspecified) | -2

# Structures from the list above with a CF3 group, in the order listed:
canonical_smiles | Artemis inh
Cc1nn(C)cc1CN(C)C(=O)c1cc2nc(-c3ccco3)cc(C(F)(F)F)n2n1 | -1
CC(=O)Nc1cc(C(F)(F)F)ccc1Oc1cccc(Br)c1 | 5
O=C(Nc1cccc(C(F)(F)F)c1)NC1CCCCC1 | 1
COc1cc2c(cc1OC)C(C)N(C(=O)c1cc3n(n1)C(C(F)(F)F)CC(c1ccco1)N3)CC2 (stereo unspecified) | 3

# 2 successive records already listed, for reference:
canonical_smiles | Artemis inh
CCN1CCCC1CNC(=O)c1ccccc1Cl (stereo unspecified) | -1
Cc1cc(C)c2cc3c(ccn3C3OC[C@H](O)[C@H](O)[C@H]3O)cc2n1 (stereo partly specified) | 2

# Going on with the list.
canonical_smiles | Artemis inh
CCOc1ccc(C(=O)CN2CCN(S(=O)(=O)c3ccc(OC)cc3)CC2)cc1 | 1
CCC(=O)c1ccc(OCC(=O)O)cc1 | -9
CN(C(=O)c1ccno1)c1nnc(-c2cnccn2)s1 | 4
CN(C)CCNc1nc(-c2ccccc2)nnc1C(F)(F)F | -1
COc1ccc(C(c2nnnn2CC2CCCO2)N2CCN(c3ccccc3)CC2)cc1 (stereo unspecified) | 3
Cc1cc(=O)oc(C)c1C(=O)Nc1ccc2nsnc2c1 | -1
O=C(OC1CCCCC1)c1ccc(NC(=O)c2ccco2)cc1 | 0
CCc1nc2ccccc2n1Cc1cc(=O)n2cc(C)ccc2n1 | 8
CCC(C(=O)NCc1ccco1)n1nc(-c2ccc(OC)cc2)ccc1=O (stereo unspecified) | 16
Cc1ccc(C)n1-c1ccc(C(=O)NCC2CCCO2)cc1 (stereo unspecified) | -3
Fc1ccc(C2CC(c3ccccc3)n3ncnc3N2)cc1 (stereo unspecified) | -3
CCOc1ccc(C2/C(=C(/O)c3ccc(OC)cc3)C(=O)C(=O)N2c2cc(C)on2)cc1OC (stereo unspecified) | 5
C1CSC2(N1)C1CC3CC(C1)CC2C3 (stereo unspecified) | -4
Cn1c(SCC(=O)NC(=O)NCc2ccco2)nnc1-c1ccccc1 | 8
COC(=O)c1sc(NC(=O)CSc2nc3cccnc3n2C2CCCCC2)nc1C | 4
Cc1cc2ncn(C(=O)c3ccc4c(c3)OCO4)c2cc1C | -2
Brc1ccc(-c2cn3ccccc3n2)s1 | -1
Cc1ccc2c(CSc3nc4ccccc4c(=O)n3CCCO)cc(=O)oc2c1C | 17
Cc1ccc(C)c(S(=O)(=O)N2CCN(CC(=O)Nc3cc(C)on3)CC2)c1 | 1
Cc1nc(NC(=O)C23CCC(C)(C(=O)O2)C3(C)C)sc1C (stereo unspecified) | 11
COc1ccc(-n2c(SCC(=O)N3CCOCC3)nc(O)c(Cc3ccccc3)c2=O)cc1 | -1
CCOC(=O)C1(c2ccccc2)NC(c2ccccc2C)C2C(=O)N(c3ccc4c(c3)OCO4)C(=O)C21 (stereo unspecified) | 7
CC1CC(C)CN(c2ccc(-n3cnnn3)cc2[N+](=O)[O-])C1 (stereo unspecified) | 5
Cn1c(=O)c2c(ncn2CC(=O)N2CCc3ccccc3C2)n(C)c1=O | -4
O=C(NCC1OCCc2ccccc21)c1ccco1 (stereo unspecified) | -5
CCN1CCN(C(=O)/C=C\C(=O)O)CC1 | 0
O=S(=O)(c1cccc(-c2nnco2)c1)N1CCCC1 | 3
Cc1nc(CS(=O)(=O)c2ccccc2)cc(Sc2ccccc2Cl)n1 | -3
CC1CN(CCc2ccccc2)c2nc3c(c(=O)[nH]c(=O)n3C)n2C1 (stereo unspecified) | 6
COc1ccc(C(C)=O)cc1CSc1nc2cc(Cl)ccc2o1 | -1

# As entered above:
# COc1ccc(-n2c(SCC(=O)N3CCOCC3)nc(O)c(Cc3ccccc3)c2=O)cc1 | Artemis inh: -1
# CC1CN(CCc2ccccc2)c2nc3c(c(=O)[nH]c(=O)n3C)n2C1 (stereo unspecified) | Artemis inh: 6
# Cn1c(=O)c2c(ncn2CC(=O)N2CCc3ccccc3C2)n(C)c1=O | Artemis inh: -4
# O=C(NCC1OCCc2ccccc21)c1ccco1 (stereo unspecified) | Artemis inh: -5
# Cc1nc(CS(=O)(=O)c2ccccc2)cc(Sc2ccccc2Cl)n1 | Artemis inh: -3
# COc1ccc(C(C)=O)cc1CSc1nc2cc(Cl)ccc2o1 | Artemis inh: -1
# CCN1CCN(C(=O)/C=C\C(=O)O)CC1 | Artemis inh: 0

# Remaining list, next part.
canonical_smiles | Artemis inh
c1ccc(C[n+]2cccc3c4ccccc4ccc32)cc1 | -1
CCCCn1c(C)cc(C)c(S(=O)(=O)c2ccccc2C)c1=O | 1
CCn1c(=O)n(CC(=O)Nc2cccc(OC)c2)c(=O)c2ccccc21 | -2
CCOc1cc(C)c(C(C)C)cc1S(=O)(=O)N1CCN(C)CC1 | -3
Cc1ccc(S(=O)(=O)NNC(=O)c2snnc2C)cc1 | 1
Cc1cc2cc3c(cc2nc1SCC(=O)OC(C)C)OCO3 | 6
COCCCNC(=O)COc1cc(C)c(Cl)c(C)c1 | 4
COc1ccc(OC)c(Nc2nc(-c3ccc(O)c(O)c3)cs2)c1 | 42*
O=c1c2[nH]c3ccc(Cl)cc3c2ncn1CCN1CCCCC1 | -3
Fc1ccccc1N1CCN(c2nc3ccccc3n3nnnc23)CC1 | 2
Cc1cccc(C)c1NC(=O)c1ccc(-n2cncn2)nc1 | -2
Cc1ccc(N(C(=O)CCC(=O)Nc2cc(C)on2)C(C(=O)NC2CCCC2)c2ccncc2)cc1 (stereo unspecified) | 2
COc1ccc(C(=O)OCCN2CCOCC2)cc1 | -3
CCc1ccccc1NC(=O)NC1CCCCC1 | -3
CC12CCC(C(=O)Nc3ccccc3N3CCOCC3)(CC1=O)C2(C)C (stereo unspecified) | -5
CCNc1nc(NCC)nc(Oc2ccc(N)cc2)n1 | -2
COc1ccccc1NC(=O)CSc1nnc(C2CCCCC2)n1C | 7
CCN(CC)S(=O)(=O)c1ccc(N2CCOCC2)c(C(=O)O)c1 | 5
CCCCCNC(=O)CSC1=N/C(=C\c2ccc(Cl)c(Cl)c2)C(=O)N1CC | -1
COc1ccc(N=CC2=C(O)c3ccccc3C2=O)cc1 | 3
CN(C)CCn1c(C(=O)Nc2ccccc2)cc2ccccc21 | -2
Cc1ccc(S(=O)(=O)N2CCN(C(=O)CN3C(=O)NC4(CCOc5ccccc54)C3=O)CC2)cc1 (stereo unspecified) | -5
